RAD54 branch: inhibitors of human RAD54 branch migration, primary screen, biochemical, fluorescence, single point; RAD54 Holliday junction branch migration, FAM/BHQ fluorescence; inhibition, % at 10.4 µM; 0.14% of 360,000 active;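 active = mean normalized replicate activity at least 40 and at least half of replicates scoring 40 or more; inconclusive = only one of the two criteria met; inactive = mean below 40 and under half of replicates reaching 40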;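 note: 0% = median of neutral control wells and 100% = median of positive control wells; inhibitors cause a drop in the FAM fluorescence signal; in these data hits start at about 50%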
CFTR F508del cor: F508del CFTR correction, initial screen, CFBE line, single point; CFBE cells, YFP halide quenching; stimulated with forskolin plus potentiator P3; % fluorescence drop versus neutral controls; 0.36% of 350,000 active; activity (quench increase), % at 7.58 µM; AID 720511, 2013;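 active = mean added fluorescence quench of at least 8% versus neutral control, with both replicates also reaching 8%; inconclusive = only one of the mean or replicate conditions met; inactive = mean below 8% and not both replicates reaching 8%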;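 note: cells transiently co-express mutant CFTR-F508del with the halide-sensitive YFP; corrector assay measuring rescue of mutant channel to the surface after 24 h compound exposure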
RAD52 inh: RAD52 DNA annealing inhibitors, primary screen, biochemical, FRET, single point, set 2; recombinant RAD52 DNA annealing, FRET fluorescence; inhibition, % at 18.7 µM; 0.46% of 360,000 active; AID 651710, 2012;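 active = every replicate showing at least 50% inhibition; inconclusive = mean inhibition at least 50% but not in every replicate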
Target sequence (P43351 whole entry, looked up): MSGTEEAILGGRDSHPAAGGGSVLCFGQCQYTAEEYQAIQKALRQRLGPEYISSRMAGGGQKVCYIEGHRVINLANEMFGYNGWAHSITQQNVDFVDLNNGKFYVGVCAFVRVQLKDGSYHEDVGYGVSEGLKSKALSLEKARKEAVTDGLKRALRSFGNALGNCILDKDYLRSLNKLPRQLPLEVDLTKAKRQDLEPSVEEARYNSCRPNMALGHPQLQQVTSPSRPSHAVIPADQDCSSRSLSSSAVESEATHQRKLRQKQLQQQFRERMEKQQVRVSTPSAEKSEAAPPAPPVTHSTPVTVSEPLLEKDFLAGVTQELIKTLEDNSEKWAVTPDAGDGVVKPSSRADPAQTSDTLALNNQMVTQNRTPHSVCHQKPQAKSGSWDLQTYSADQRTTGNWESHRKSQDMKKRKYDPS
E-selectin induc: E-selectin induction in HUVECs, primary screen, imaging, HUVEC, immunofluorescence imaging, single point. P16581. normalized: neutral wells 0, TNF-alpha wells 100. activation, % at 7.58 µM. 0.37% of 260,000 active. AID 686992, 2013;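 active = mean E-selectin-positive cell signal at least 10% of the positive control, reached in at least 60% of replicates, without over 20% cell loss; inconclusive = no rule given, readout overlaps actives, possibly toxicity-flagged; inactive = the rest, including those meeting only one limit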;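 note: in these data hits start at about 27%; measured in HUVEC primary endothelial cells; signal is the percent of cells scored E-selectin positive by PE staining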
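System: HUVEC, human umbilical vein endothelial cells; quantity: 3,000 cells/well; buffer or medium: EGM-2 medium, gelatin-coated wells; dosing: single-point compound dose; detection: immunofluorescence imaging; evaluation: % PE-positive cells; benchmarks: TNF-alpha, DMSO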
INS-1E GSIS act: GLuc luminescence reporter in INS-1E cells, primary screen for activators of glucose-dependent secretion of insulin. INS-1E GLuc reporter insulin secretion, 2-3 h. activation, % at 16.6 µM. 0.61% of 370,000 active;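 active = lowest replicate activation of at least 40%, so every replicate reaches that level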;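 note: 0% = median of neutral control wells and 100% = median of IBMX positive control wells; some compounds called inactive have numbers as strong as hits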
DENV2 CPE: inhibitors of DENV2 cytopathic effect, primary screen, cell-based, plate reader, single concentration; CPE inhibition, % at 9.99 µM; DENV2-infected cells, cytopathic effect rescue; 1.7% of 350,000 active; in the data active = CPE inhibition above about 20%, passing the limit was not always enough; inconclusive = no clear call, values can overlap the other calls; tested in BHK-21 cells;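 note: 0% = median of neutral control wells and 100% = median of positive control wells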
XiGFP reactiv: activators of inactive X chromosome reactivation, primary screen, imaging, XiGFP fibroblasts, GFP high-content imaging, set 2 | XiGFP mouse fibroblasts, % GFP-positive cells imaging, 3 d; cells co-treated with 5-aza-dC sensitizer; scaled so ellipticine positive control = 100% | activation, % at 7.58 µM | 0.055% of 360,000 active;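 active = mean normalized replicate activation at least 10% and every replicate at or above 10%; inconclusive = only one of the two criteria met; inactive = mean below 10% and not all replicates reach 10%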;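 note: 0% = median of on-plate neutral control wells and 100% = ellipticine 6 µM median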
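System: 68-5-11 XiGFP fibroblast line | Buffer or medium: DMEM containing 5-aza-dC | Compound: Single point | Times: Compounds 3 days, fix/stain 15 min at room temperature | Benchmarks: Positive control ellipticine, 6 µM final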
CASP6 VEID inh: human caspase-6 inhibitors, primary screen, biochemical, VEID-R110 fluorescence, single point, set 2; P55212; purified caspase-6, Z-VEID-R110 cleavage fluorescence; inhibition, % at 12.5 µM; 0.53% of 350,000 active; AID 686996, 2013;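 active = mean inhibition across replicates at least about 35%, with every replicate also reaching that limit, limit read from the data; inconclusive = only one of the two criteria met; inactive = neither criterion met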;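 note: 0% = median of neutral control wells and 100% = no fluorescence left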
Target sequence (P55212 24-179 limits assumed): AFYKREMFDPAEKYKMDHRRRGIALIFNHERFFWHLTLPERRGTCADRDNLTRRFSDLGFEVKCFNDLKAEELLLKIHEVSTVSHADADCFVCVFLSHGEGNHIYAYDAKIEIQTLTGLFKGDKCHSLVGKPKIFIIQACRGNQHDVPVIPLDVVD
Target sequence (P55212 194-293 limits assumed): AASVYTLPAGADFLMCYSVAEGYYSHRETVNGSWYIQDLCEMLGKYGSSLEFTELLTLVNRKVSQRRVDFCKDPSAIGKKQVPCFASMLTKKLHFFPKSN
Numbers without * were called inactive; u = inconclusive; x = no result given; & = joins results of further samples.

Below each compound – RAD54 branch	CFTR F508del cor	RAD52 inh	E-selectin induc	INS-1E GSIS act	DENV2 CPE	XiGFP reactiv	CASP6 VEID inh
> CCC(=O)N1CCc2cc(S(=O)(=O)CCC(=O)NCCc3ccc(S(N)(=O)=O)cc3)ccc21
→ 13	1.2	2	x	-13	-7	0.0	11
> COc1ccc(CN(C)C[C@H]2OCCCC[C@H](C)Oc3ccc(NC(=O)Cc4ccccc4)cc3C(=O)N([C@@H](C)CO)C[C@H]2C)cc1
→ 6	1.5	x	-0.1	-25	u	0.0	x
> CCOC(=O)N1CCc2c(sc(NC(=O)CN3CCN(C)CC3)c2C(=O)Nc2ccccc2)C1
→ x	2.1	-27	3.7	-9	-1	0.1	-3
> O=C(N[C@@H]1C=C[C@H](CC(=O)N2CCCCC2)O[C@@H]1CO)c1ccc2c(c1)OCO2
→ 2	0.3	1	-0.3	4	2	0.1	2
> CCCNC(=O)C[C@@H]1CC[C@@H]2[C@@H](COc3ccc(NC(=O)Nc4ccccc4F)cc3C(=O)N2C)O1
→ 1	-3.5	4	0.1	-1	-4	0.4	2
> CCN(CC)CC(=O)NCC1(c2ccccc2)CCCC1
→ x	-0.9	6	0.1	10	u	0.0	3
> Cc1ccccc1CNC(=O)CN(c1cccc([N+](=O)[O-])c1)S(C)(=O)=O
→ 0	1.9	-1	x	-7	x	0.0	0
> COc1cc(OC)cc(C(=O)Nc2cc(-c3cn4cccnc4n3)ccc2C)c1
→ x	1.5	-8	5.4	5	-2	0.1	1
> OC(c1ccccc1)(c1ccccc1)C1CCN(CCCOc2ccc(-c3ccc(F)cc3F)cc2)CC1
→ x	3.5	-6	0.2	249*	16	-0.1	0
> Nc1nc2ccccc2cc1S(=O)(=O)c1ccccc1
→ 2	0.7	1	x	1	3	0.1	-1
> Cc1ccc(CNC(=O)CN(c2ccc(C(C)C)cc2)S(=O)(=O)c2c(C)noc2C)cc1
→ 4	2.7	-1	-0.1	15	0	0.0	-2
> C[C@H](CO)N1C[C@H](C)[C@H](CN(C)CC2CC2)Oc2ccc(NC(=O)Cn3cnnn3)cc2CC1=O
→ 4	-1.9	-5	-0.2	21	5	0.2	1
> C[C@@H]1CN([C@H](C)CO)C(=O)c2cccc(N(C)C)c2O[C@H]1CN(C)C(=O)NC1CCCCC1
→ 1	-0.2	3	0.0	5	-7	-0.6	2
> CS(=O)(=O)N1CCC(Oc2ccccc2C(=O)NC2CCCCCC2)CC1
→ x	0.7	3	-0.5	-2	4	0.0	-1
> CCc1nc(N2[C@H](CO)[C@@H](c3ccccc3-c3ccccc3F)[C@@H]2C#N)sc1C
→ x	-1.3	-9	0.0	-3	-20	0.0	0
> C[C@H]1CCCCO[C@@H](CN(C)Cc2ccccc2)[C@@H](C)CN([C@@H](C)CO)C(=O)c2cc(NC(=O)CCC(F)(F)F)ccc2O1
→ 3	0.8	12	-0.3	-9	0	0.4	-1
> COc1cc(/C=N/Nc2ccc(Cl)c(C(=O)O)c2)ccc1OC(=O)c1ccc(F)cc1
→ 1	0.9	-10	0.2	113	u	0.0	x
> COc1ccc(NC(=O)c2cc(-c3cc(F)ccc3OCC3CCCO3)n[nH]2)cc1OC (centres undefined)
→ 5	1.8	0	0.1	0	15	-0.1	3
> O=c1c2ccccc2c(C=NCc2ccccn2)c(O)n1-c1ccccc1Cl
→ x	2.8	-6	x	7	6	0.0	0
> C[C@@H]1CCCCO[C@@H](CN(C)C(=O)Nc2ccccc2)[C@@H](C)CN([C@H](C)CO)C(=O)c2cc(NC(=O)c3ccccc3)ccc2O1
→ 1	-0.3	-15	x	0	12	-0.1	4
> Cc1cc(C)cc(NC(=O)C2CCN(C(=O)c3cccs3)CC2)c1
→ 13	2.2	-3	x	2	-6	x	1
> C[C@@H]1CN([C@@H](C)CO)C(=O)c2cc(C#Cc3cccnc3)cnc2O[C@@H]1CN(C)Cc1ccc(F)cc1
→ 7	-2.9	-3	-0.1	-1	u	0.5	5
> O=C(CCc1ccccc1)Nc1cc(NC(=O)CCc2ccccc2)cc(C(=O)O)c1
→ x	-1.8	-16	2.7	-10	x	0.3	-5
> C[C@H](CO)N1C[C@H](C)[C@H](CN(C)Cc2ccncc2)Oc2ccc(NS(=O)(=O)c3ccccc3)cc2CC1=O
→ -1	-1.7	0	0.1	-11	-5	0.0	-1
> CC(C)NC(=O)Nc1ccc2c(c1)C(=O)N([C@H](C)CO)C[C@H](C)[C@@H](CN(C)S(=O)(=O)c1ccc(F)cc1)O2
→ 11&4	0.9&3.2	10&-11	0.7&-0.1	10&0	18&-4	-0.2&-0.1	2&3
> Cc1noc(C)c1S(=O)(=O)Nc1ccc2c(c1)C(=O)N([C@H](C)CO)C[C@H](C)[C@H](CN(C)S(=O)(=O)c1c(C)noc1C)OCCCC[C@H](C)O2
→ -6	1.1	-15	-0.2	-13	-14	0.0	0
> COc1ccc(NC(=O)N(C)C[C@@H]2Oc3ncc(C#C[C@H](C)O)cc3C(=O)N([C@@H](C)CO)C[C@H]2C)cc1
→ 3	-0.7	5	0.0	5	-8	-0.8	-1
> COc1cccc(CN2CCNC(=O)C2CC(=O)N(C)CCC2CCOCC2)c1OC (centres undefined)
→ -10	-1.6	-20	x	-7	-1	0.2	2
> Cc1c(CN2CC[C@@H](N3CCN(c4ccccn4)CC3)[C@H](O)C2)[nH]c2ccc(F)cc12
→ -5	2.9	-3	x	x	15	0.0	-4
> C[C@@H]1CN([C@@H](C)CO)C(=O)c2cc(NC(=O)NC3CCCCC3)ccc2O[C@@H](C)CCCCO[C@H]1CN(C)Cc1ccc(C(=O)O)cc1
→ 4	0.9	7	0.0	2	3	0.1	-1
> CC[C@@H]1C=C(C(=O)O)[C@H](c2ccc3c(c2)OCO3)N1S(=O)(=O)c1ccc(C)cc1
→ 4	-1.7	-4	-0.3	19	16	-0.1	x
> C[C@@H]1CN([C@H](C)CO)C(=O)Cc2cc(NC(=O)Nc3ccc(F)cc3)ccc2O[C@@H]1CN(C)C(=O)NC1CCCCC1
→ -7	1.4	-2	0.4	-9	3	0.1	2
> CC(C)CCN1C(=O)CSCC1(C)C(=O)NC(C)C (centres undefined)
→ x	0.9	-3	0.5	43*	7	0.6	0
> CCc1ccc(NC(=O)Nc2cccc(OC)c2)cc1
→ 2	-1.3	-18	-0.2	-1	-3	0.0	0
> O=C(NCC1CCCN1S(=O)(=O)c1cccs1)c1ccccc1F (centres undefined)
→ -16	-2.2	-26	-2.0	15	-1	-0.1	2
> O=C(N[C@@H]1CC[C@@H](CC(=O)N2CCOCC2)O[C@@H]1CO)c1cccc(F)c1
→ 1	0.5	2	-0.1	19	-2	0.1	0
> Cc1ccc(NC2=CC(=O)CC(C)(C)C2)cc1Cl
→ -15	5.3	4	1.7	-19	16	0.3	x
> CSc1ccc(S(=O)(=O)Nc2ccc3c(c2)OCCO3)cc1
→ 3	-0.4	-7	0.1	-19	u	0.0	5
> Cc1ccc(NC(=O)CC2Oc3ccccc3NC2=O)c(C)c1 (centres undefined)
→ 0	3.4	-17	x	-3	-2	0.0	-1
> O=C(C1CCC1)N1CC2(C1)[C@@H](c1ccccc1)[C@@H](CO)N2Cc1ccccc1F
→ x	0.5	22	0.0	-11	7	0.4	-2

With a hit mark in INS-1E GSIS act (from the list above):
SMILES | CFTR F508del cor | RAD52 inh | INS-1E GSIS act | DENV2 CPE | CASP6 VEID inh
OC(c1ccccc1)(c1ccccc1)C1CCN(CCCOc2ccc(-c3ccc(F)cc3F)cc2)CC1 | 3.5 | -6 | 249* | 16 | 0
CC(C)CCN1C(=O)CSCC1(C)C(=O)NC(C)C (centres undefined) | 0.9 | -3 | 43* | 7 | 0

(further entries)
Below each compound – RAD54 branch	CFTR F508del cor	RAD52 inh	E-selectin induc	INS-1E GSIS act	DENV2 CPE	XiGFP reactiv	CASP6 VEID inh
> CCCCN1C(=O)N(c2ccccc2Cl)C(C)(O)CC1(C)C (centres undefined)
→ x	-2.1	-1	-0.2	15	-1	-0.1	0
> C[C@@H]1CN([C@H](C)CO)C(=O)c2c(c3ccccc3n2C)-c2ccccc2CO[C@H]1CN(C)Cc1ccccc1
→ -7	-0.8	-4	-0.9	-13&-24	3	0.3&0.3	4
> Cc1ccc(OCc2cc(C(=O)N(C)Cc3cnc4ccccn34)no2)cc1C
→ -7	-1.4	-31	x	-19	-6	0.1	-7
> CCCCC1Cc2[nH]c(=S)[nH]c(=O)c2C(c2ccc3ccccc3c2)O1 (centres undefined)
→ x	-1.4	-28	x	-12	-1	-0.1	-1
> Nc1n[nH]c(N)c1N=Nc1ccc2c(c1)OCO2
→ x	-1.5	-10	x	-18	3	-0.2	-3
> Cc1ccc(-c2csc(N(C)C(=O)c3c(C)nn(-c4ccccc4)c3Cl)n2)cc1
→ 2	-2.9	-16	x	-5	-5	x	0
> COc1cc(Nc2c3c(nc4ccccc24)CCCC3)cc(OC)c1OC
→ x	2.9	-3	-0.2	3	1	0.2	0
> C[C@@H]1CN([C@@H](C)CO)S(=O)(=O)c2ccc(C#CCN(C)C)cc2O[C@H]1CN(C)Cc1cccnc1
→ -4	0.7	-4	0.0	13	-13	-1.1	-1
> COc1ccc(OC)c(-c2nc(C(=O)NC3CCN(Cc4ccccc4)CC3)cc3c2[nH]c2ccccc23)c1
→ 8	2.7	-86	x	3	-10	x	3
> CCc1nc2c(OCC(=O)C(C)(C)C)cccn2c1N(C)C(=O)c1ccco1
→ 5	-1.4	-7	-1.7	5	-7	0.0	2
> CO[C@H]1CC[C@H]2CCN(C)C(=O)[C@@H](C)[C@H](OC)CN(C)C(=O)c3cc(C#N)ccc3OC[C@@H]1O2
→ -13	-3.0	14	0.1	3	-2	-0.1	-71
> O=C(O)Cc1ccc(S(=O)(=O)Nc2ccccc2C(=O)O)cc1
→ x	-0.5	-9	-0.1	20	18	2.6	3
> COc1ccc(C(C(=O)NC2CCCCC2)N(C(=O)CCl)c2cccc(Cl)c2)cc1 (centres undefined)
→ -9	1.5	-15	x	x	4	0.2	-2
> O=C(C[C@@H]1C[C@H]2c3cc(NC(=O)NC4CCCC4)ccc3O[C@H]2[C@H](CO)O1)NCc1cccnc1
→ x	0.7	4	-0.1	9	-10	0.0	1
> CCOC(=O)C1CCN(C(=O)Cc2cccs2)CC1
→ -13	x	-14	x	1	x	x	2
> CC(=O)Cc1c(C(=O)O)c(C)nn1-c1ccccc1
→ x	-1.3	-3	x	7	5	0.0	-1
> C[C@@H]1CN([C@@H](C)CO)C(=O)c2cccc(NS(=O)(=O)c3ccccc3)c2O[C@H]1CN(C)CC1CCCCC1
→ -6	1.8	17	-0.5	3	15	0.2	0

Compound activity deposited in PubChem by Broad Institute.
